FN deposit inh: fibronectin deposition inhibition; AH1F fibroblasts, Alexa488-fibronectin deposition fluorescence, overnight; inhibition, % at 12.6 µM; 0.086% of 350,000 active; AID 743247;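 active means mean inhibition across replicates of 30% or more, regardless of how many single replicates reach that level; inconclusive means mean under 30% yet at least half of replicates reach 30%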;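 further: positive control wells lacked labelled fibronectin entirely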
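Schedule: 1 h cell adhesion before compound, then overnight fibronectin incubation; test system: AH1F fibroblast monolayer depositing Alexa488-labelled fibronectin into matrix; quantity: 10000 AH1F cells per well; probe or stimulus: fluorescent fibronectin at 24 nM final; signal: fluorescence, ex 485 nm, em 525 nm; evaluation: percent inhibition as loss of matrix-bound fibronectin fluorescence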
Cneo AK release: causes C. neoformans cell lysis. adenylate kinase release luminescence, 4 h; normalised: neutral wells 0, clomiphene wells 100. lysis activity, % at 15 µM. 0.2% of 360,000 active. AID 651654;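 active means mean lysis activity across replicates of at least 80%, whatever share of replicates individually reach that level; inactive means mean lysis activity below 80%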
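Schedule: static 4 h at 37 °C with compound, 1 h detection; system: C. neoformans cells; benchmarks: Clomiphene as positive control; buffer or medium: fresh YPD medium; measure: luminescence rise reflecting yeast cell lysis; measured by: luminescent adenylate kinase detection reagent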
LGR2 antag: blocks bursicon-induced cAMP signaling via Drosophila LGR2; HEK293 LGR2, CRE-luciferase, bursicon-stimulated, 4 h; 0.35% of 380,000 active; inhibition, % at 9.99 µM;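 active means drop in luminescence signal, shown as inhibition above about 50% in the replicate tests, limit read from the data, passing the limit was not always enough; inconclusive means probably only some replicates passing the limit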;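 further: agonist challenge used bursicon conditioned medium at about half maximal strength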
PAX8 reporter: lowers PAX8-driven luciferase in RMG-I cells; RMG-I TPO-luciferase reporter, SteadyGlo, 24 h; inhibition, % at 12.6 µM; 1.2% of 360,000 active; AID 652154;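 active means mean replicate inhibition at least 60% with every replicate also reaching 60%; inconclusive means only one of the two criteria is met; inactive means mean below 60% and not all replicates reaching 60%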;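 further: luciferase light reporting Pax8 driven TPO promoter activity; plate controls were median of neutral control wells for no effect and mitoxantrone controls for full effect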
CASP6 VEID inh: inhibitors of human caspase-6 | purified caspase-6, Z-VEID-R110 cleavage fluorescence | inhibition, % at 12.5 µM | 0.53% of 350,000 active | AID 686996;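 active means mean inhibition across replicates at least about 35%, with every replicate also reaching that limit, limit read from the data; inconclusive means only one of the two criteria met; inactive means neither criterion met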;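 further: 0% = median of neutral control wells and 100% = no fluorescence left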
Target sequence (P55212 24-179 limits assumed): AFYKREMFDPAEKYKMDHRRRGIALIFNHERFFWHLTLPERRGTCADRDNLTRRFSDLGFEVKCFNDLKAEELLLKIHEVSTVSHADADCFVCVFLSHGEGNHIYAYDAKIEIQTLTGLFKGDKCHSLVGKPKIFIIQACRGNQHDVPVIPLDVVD
Target sequence (P55212 194-293 limits assumed): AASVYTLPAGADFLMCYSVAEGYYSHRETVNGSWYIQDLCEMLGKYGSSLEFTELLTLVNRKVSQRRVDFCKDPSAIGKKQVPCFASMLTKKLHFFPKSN
PGC1a acetyl inh: lowers PGC1a acetylation signal in U2OS cells; AlphaScreen anti-acetyl-lysine; with virally co-expressed GCN5 acetyltransferase; inhibition, % at 15.6 µM; 0.17% of 350,000 active;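 active means every replicate shows inhibition of at least 40%; inconclusive means mean inhibition at least 40% but some replicate below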;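 further: 0% = neutral control wells and 100% = positive control wells; some results beyond the cut were filed as inactive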
EWS-Fli block: inhibitors of EWS/Fli oncoprotein transcriptional activity | inhibition, % at 12.6 µM | 0.67% of 350,000 active | A673 NR0B1-luciferase reporter, viability-normalised | AID 651661;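 active means mean inhibition of at least 50% after viability correction, with every replicate also passing that limit; inconclusive means mean reaches 50% but only one of two replicates passes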;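 further: firefly luciferase signal divided by Alamar Blue viability fluorescence both relative to DMSO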
miR122 inh: blocks miR-122 activity in Huh7 sensor cells; Huh7 miR-122 Renilla luciferase sensor, 48 h; neutral wells = 0, positive control = 100; activation (reporter increase), % at 12.5 µM; 0.3% of 340,000 active;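 active means mean replicate activation score at least 90 and every replicate individually at or above 90; inconclusive means only one of the two criteria met; inactive means neither criterion met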;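 further: higher luciferase means less miR-122 activity so hits act as miR-122 inhibitors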
Starred values were filed as active, the others as inactive; ? = inconclusive; . = no result given; [ ] = another dose, or the depositor's remark.

SMILES | FN deposit inh | Cneo AK release | LGR2 antag | PAX8 reporter | CASP6 VEID inh | PGC1a acetyl inh | EWS-Fli block | miR122 inh
CCCCN(C)C(=O)c1sc(=O)n(Cc2c(C)cccc2C)c1C | 13.1 | 0.7 | 20.8 | 14.7 | 3.3 | . | -5.0 | .
COc1ccc(C(C#N)c2cnccn2)cc1OC (centres undefined) | 5.1 | 0.7 | 8.1 | -20.9 | 0.1 | 2.5 | 1.1 | -3.4
C[C@@H]1CN([C@@H](C)CO)C(=O)c2cc(NC(=O)Nc3ccc4c(c3)OCO4)ccc2O[C@@H](C)CCCCO[C@H]1CN(C)Cc1ccc(Cl)c(Cl)c1 | . | 4.0 | 5.2 | . | 1.6 | -14.1 | 5.2 | -3.1[16.7 µM]
COc1ccc(N2CC(C(=O)Nc3nnc(SCc4ccccn4)s3)CC2=O)cc1 (centres undefined) | 2.8 | 6.0 | -19.1 | -7.2 | 2.8 | -0.2 | 0.9 | -5.3
CC(/C=N/NC(=O)c1cc(C2CC2)[nH]n1)=C\c1ccccc1 | 6.2 | . | -4.1 | -7.3 | -2.1 | . | -11.2 | .
COc1ccc(-c2nnc(SCC(=O)Nc3nncs3)o2)cc1 | 0.6 | -5.2 | 5.4 | -36.3 | . | 0.3 | 5.7 | -10.0
CN(C)C(=S)Nc1ccc2c(c1)OCCO2 | 2.0 | -3.7 | -52.0 | -52.9 | 0.2 | 6.1 | 0.7 | -3.3
COc1cc2cc(C(=O)NCCc3c[nH]c4ccccc34)c(N)nc2cc1OC | 14.5 | . | -6.6 | 19.7 | -0.7 | . | 17.5 | .
O=C(COC(=O)c1c[nH]c2ccccc12)NC1CCCC1 | -8.0 | -0.6 | -15.0 | -3.0 | 1.9 | . | -12.6 | .
CCNC(=O)Nc1ccc2c(c1)C(=O)N(C)[C@@H]1CC[C@@H](CC(=O)NC3CCCCC3)O[C@@H]1CO2 | 9.2 | 0.3 | 1.4 | 3.5 | -0.9 | 9.3 | 2.4 | -27.8[16.7 µM]
Cc1ccc(CNC(=O)C2CCN(c3nc(C)cc(C)n3)CC2)cc1 | 12.0 | 7.3 | 0.2 | 1.8 | 2.9 | 6.3 | -17.1 | -4.6
O=C(NCCNC(=O)c1cnccn1)c1cccc(Cl)c1 | -3.2 | -3.6 | -1.0 | 0.5 | 1.8 | . | -0.1 | .
COCCNC(=O)C[C@H]1CC[C@H](NC(=O)NC2CCCC2)[C@H](CO)O1 | 4.4 | 7.3 | -1.6 | 0.8 | -0.6 | -4.5 | -7.0 | 10.4[16.7 µM]
NS(=O)(=O)c1ccc(CCNC(=O)c2cnc(Cl)c(Cl)c2)cc1 | -15.6 | -3.2 | 4.5 | 12.1 | 1.7 | -8.2 | 6.0 | -4.1
O=C(COc1coc(CN2CCCc3ccccc32)cc1=O)Nc1cccc([N+](=O)[O-])c1 | -5.7 | 0.4 | -9.3 | 18.5 | -4.7 | . | -4.0 | -3.7
COc1ccc(CNC(=O)c2c(C)oc3c2C(=O)c2ccccc2C3=O)cc1 | 6.5 | -2.5 | 76.7* | 28.1 | 4.7 | 17.2 | 32.5 | 11.9
N#C[C@@H]1[C@H](c2ccccc2-c2cccc(F)c2)[C@H](CO)N1C(=O)Nc1cc(F)ccc1F | 9.2 | . | -1.3 | -3.5 | 4.0 | -39.3 | 1.0 | .
C[C@@H]1CN([C@H](C)CO)C(=O)c2cc(C3=CCCC3)cnc2O[C@H]1CN(C)C(=O)CN1CCOCC1 | 3.8 | -5.7 | 2.4 | -0.4 | -1.1 | 3.1 | 1.7 | 27.5[16.7 µM]
CCCNC(=O)Nc1ccc2c(c1)OC[C@H](C)N(Cc1ccncc1)C[C@@H](C)[C@@H](OC)CN(C)C2=O | 1.5 | -2.5 | 2.3 | 18.6 | -1.2 | 1.2 | 5.0 | .
O=C(CCl)N1CCN2C(=O)c3ccccc3C12c1ccc(Cl)cc1 (centres undefined) | -1.4 | . | 10.3 | -0.6 | -4.6 | 8.4 | 29.6 | .
CC(C)(C)OC(=O)N/N=C\C=C\c1ccc2c(c1)OCO2 | -7.7 | . | -76.1 | -153.1 | 1.3 | . | -23.5 | .
O=C(C[C@@H]1C[C@@H]2c3cc(NC(=O)NC4CCCC4)ccc3O[C@@H]2[C@H](CO)O1)NCCN1CCCCC1 | -4.5 | 1.1 | -13.5 | -27.3 | -2.6 | -5.2 | -2.1 | -7.9[16.7 µM]
C[C@@H]1CN([C@H](C)CO)C(=O)c2cc(NC(=O)Cn3cnnn3)ccc2O[C@H]1CN(C)C(=O)Nc1ccc(C(F)(F)F)cc1 | . | 54.9 | -9.1 | . | 0.8 | 0.0 | -5.6 | -1.1[16.7 µM]
CSc1ccc(/C=C(\NC(=O)c2ccccc2)C(=O)NN)cc1 | -0.6 | -0.5 | -10.4 | -1.4 | -2.3 | . | -14.6 | 2.7
COc1ccc(C(=O)NCCc2c[nH]c3ccccc23)cc1S(=O)(=O)N1CCCCC1C (centres undefined) | -0.8 | -0.1 | -4.7 | 20.1 | -3.1 | -17.4 | 18.3 | 1.5

Three entries from above, arranged by the value under PGC1a acetyl inh, largest number first:
Compound,LGR2 antag,CASP6 VEID inh,PGC1a acetyl inh,miR122 inh
CCNC(=O)Nc1ccc2c(c1)C(=O)N(C)[C@@H]1CC[C@@H](CC(=O)NC3CCCCC3)O[C@@H]1CO2,1.4,-0.9,9.3,-27.8[16.7 µM]
Cc1ccc(CNC(=O)C2CCN(c3nc(C)cc(C)n3)CC2)cc1,0.2,2.9,6.3,-4.6
O=C(C[C@@H]1C[C@@H]2c3cc(NC(=O)NC4CCCC4)ccc3O[C@@H]2[C@H](CO)O1)NCCN1CCCCC1,-13.5,-2.6,-5.2,-7.9[16.7 µM]

Printed as active in LGR2 antag (from the list above):
smiles | LGR2 antag | CASP6 VEID inh | PGC1a acetyl inh | miR122 inh
COc1ccc(CNC(=O)c2c(C)oc3c2C(=O)c2ccccc2C3=O)cc1 | 76.7* | 4.7 | 17.2 | 11.9

Further records.
SMILES | FN deposit inh | Cneo AK release | LGR2 antag | PAX8 reporter | CASP6 VEID inh | PGC1a acetyl inh | EWS-Fli block | miR122 inh
COCCCN1C(=O)C(CC(=O)NCCN2CCOCC2)CC(C(=O)N2CCCCCC2)=C1C (centres undefined) | -6.1 | . | -4.2 | -7.7 | -3.8 | . | -2.9 | .
CCOC(=O)C1=CCN(S(=O)(=O)c2ccccc2F)C1c1cccc(Br)c1 (centres undefined) | -0.9 | 1.8 | -22.1 | -3.2 | -1.8 | -1.7 | -0.6 | 0.6
CCn1c(Sc2nc(C)nc3scc(-c4cccs4)c23)n[nH]c1=O | 5.2 | -1.5 | . | 3.7 | . | 3.7 | . | -3.8
CCc1cc(=O)oc2cc(C)c3c(C)coc3c12 | 0.9 | 2.3 | . | . | . | -2.5 | . | 1.3
CN(C)C(=O)c1cccc(-c2ccc(C3[C@@H]4CN(Cc5cocn5)C[C@H]3N4)cc2)c1 (some centres undefined) | 1.4 | . | -18.0 | 14.0 | . | 7.4 | 0.3 | .
O=C(O)C1=C[C@@H](O)[C@@H](O)[C@H](O)C1 | -11.4 | 0.7 | -14.7 | 10.6 | 2.3 | 14.4 | 3.1 | -3.4
CCn1c(=O)c2cc(C(=O)N(C)c3cc(C)ccc3OC)sc2c2ccccc21 | 6.0 | -1.2 | 0.4 | 2.3 | 0.8 | -2.9 | -5.3 | 4.6
COCCn1c(SCc2ccccc2F)nc2ccccc2c1=O | 3.9 | -0.9 | . | -8.4 | -1.8 | -9.6 | 7.1 | 4.4
C[C@@H]1CN([C@H](C)CO)C(=O)Cc2cc(NC(=O)Nc3ccc(C(F)(F)F)cc3)ccc2O[C@@H]1CN(C)Cc1ccccc1 | . | 1.4 | 1.4 | 19.1 | 0.1 | . | -2.7 | -17.8[16.7 µM]
CC(C)(C)c1ccc(C(CC(=O)O)NC(=O)Cc2ccc(Cl)cc2)cc1 (centres undefined) | 3.8 | 0.1 | -6.9 | -10.6 | 7.3 | -1.8 | 13.9 | 1.2
O=C(CCNC(=O)c1ccccc1Cl)Nc1cc(S(=O)(=O)N2CCOCC2)ccc1N1CCCC1 | 12.1 | -1.9 | 2.2 | -3.8 | -2.2 | 6.0 | 2.7 | -4.2
CCc1nc(N2[C@H](CO)[C@H](c3ccccc3-c3ccccc3C)[C@@H]2C#N)sc1C | -0.9 | . | -12.5 | . | -1.3 | . | -5.0 | .
CN(C)CC(=O)Nc1ccc2c(c1)[C@H]1C[C@H](CC(=O)NCc3cccc(F)c3)O[C@@H](CO)[C@H]1O2 | . | -4.0 | 12.3 | -9.2 | 2.5 | -0.5 | 4.4 | -3.6[16.7 µM]
Nc1nc(N)c(N=Nc2ccc(C(=O)O)cc2)c(N)n1 | 7.0 | 1.5 | -19.7 | 3.9 | 1.4 | . | 14.1 | .
CCC1(C)Cc2[nH]c(=O)c(C#N)cc2CO1 (centres undefined) | . | -1.8 | -20.5 | 5.6 | -1.6 | 2.4 | 1.5 | -3.3
CCOc1ccc(N(C(=O)c2snc(C(N)=O)c2N)C(C)C(=O)NC2CCCCC2)cc1 (centres undefined) | 2.9 | -0.9 | 0.3 | 24.6 | 4.1 | -8.6 | 1.6 | -1.7
Cc1cc(OCc2ccc(C(=O)NN=C3CCCC3)cc2)ccc1Cl | -25.2 | . | -63.0 | -87.2 | -0.1 | . | -36.4 | .
CCCCCCCC[n+]1cccc2c3ccccc3ccc21 | 4.7 | . | 35.1 | 81.5* | 7.0 | -9.1 | 45.8 | .
CC1Cc2cc(S(=O)(=O)NCCC(=O)NCc3ccc(F)cc3)ccc2N1C(=O)C1CC1 (centres undefined) | 6.0 | . | -5.2 | 5.7 | 2.6 | -3.4 | . | -9.2
CCn1c(O)c(N=NC(=O)Cn2ccc(C(F)(F)F)n2)c2ccccc21 | -7.0 | . | -8.7 | 13.2 | -1.2 | . | -2.4 | .
CCOC(=O)[C@@H]1[C@H]2COc3ccc(Br)cc3[C@H]2N2C(=O)N(c3ccc(OC)cc3)C(=O)[C@]12C | -4.6 | 3.5 | 4.8 | 1.1 | -1.6 | 1.5 | 9.4 | -0.8
Cc1ccn2c(C(C)O)nnc2c1 (centres undefined) | . | . | -27.0 | 0.0 | 1.8 | . | -6.8 | .
COc1ccc(/C(C)=N/NC(=O)c2ccncc2)cc1 | 4.2 | 1.5 | 8.6 | 10.5 | -3.9 | . | 4.0 | -2.9
COc1ccc(NC(=O)Nc2ccc3c(c2)CC(=O)N([C@H](C)CO)C[C@@H](C)[C@H](CN(C)C(=O)Nc2ccc(OC)cc2)O3)cc1 | . | -2.9 | -12.7 | . | 1.6 | 1.3 | -4.8 | 7.3[16.7 µM]
CCc1nnc2cccc(Cl)n12 | -1.6 | . | ? | 1.7 | 0.4 | . | -5.9 | .
COc1ccc(C)cc1NC(=S)N1CCN(S(C)(=O)=O)CC1 | -4.3 | 0.7 | 6.8 | 2.1 | . | -23.5 | . | -3.3
Cc1noc(C)c1NC(=O)Nc1ccc2c(c1)C(=O)N([C@H](C)CO)C[C@@H](C)[C@@H](CN(C)Cc1ccc(Cl)c(Cl)c1)OCCCC[C@H](C)O2 | . | -3.4 | -13.4 | 45.7 | -0.7 | -7.4 | 2.9 | -11.7[16.7 µM]
O=C(O)c1cnn(-c2ccccc2)c1C(F)(F)F | 4.1 | -1.8 | -25.2 | 7.8 | -0.1 | -1.2 | 9.4 | -4.9
